# TNAP activators: human TNAP enzyme activators, primary screen, biochemical, luminescent, no phosphate acceptor, uHTS (AID 1001). one-dose activation fold at 20 µM; EC50 in µM for titrated hits. 200,000 tested, 0.03% active. purified TNAP, luminescent activation assay, no phosphate acceptor; higher activation fold means a stronger effect; in the data active = activation fold from about 3, or a potency from the dose series; inactive = the rest, 99 in 100 with activation fold below about 1.6; also: many of its hits are not listed in these tables
# PhoP inhibition: inhibitors of PhoP regulon expression, primary screen, Salmonella Typhimurium, GFP reporter (AID 1863). S. Typhimurium PhoP-regulated promoter GFP reporter, 4 h; higher % means a stronger effect. inhibition, % at 50 µM, or IC50 in µM where a hit was titrated. 300,000 tested, 0.16% active;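 active = inhibition over 29.93%, a cutoff 3 SD above the screen mean, later confirmed by dose response; inconclusive = inhibition over 29.93% but no dose response follow-up; inactive = inhibition at most 29.93% or unconfirmed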;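 also: 0% = low Mg2+ inducing control and 100% = high Mg2+ repressing control; strong numbers were not always called active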
# Large T inhibition: SV40 large T antigen inhibitors, biochemical (AID 1903); SV40 large T antigen ATPase/helicase inhibition assay; higher % means a stronger effect; inhibition, % at 20 µM; hits with a dose series show IC50 in µM; 310,000 tested, 0.39% active; in the data active = a potency from the dose series; inconclusive = inhibition mostly from about 32% at the one dose, without a potency; inactive = the rest, 99 in 100 with inhibition below about 32%; also: strong numbers were not always called active
# West Nile virus CPE: West Nile virus antiviral activity, cell-based, CPE readout (AID 1621); 290,000 tested, 0.02% active; CPE inhibition, % at 10 µM; hits with a dose series show IC50 in µM; West Nile virus-infected cells, CPE inhibition; higher % means a stronger effect; in the data active = a potency from the dose series; inconclusive = CPE inhibition mostly from about 3.7% at the one dose, without a potency; inactive = the rest, 99 in 100 with CPE inhibition below about 2.2%; also: strong numbers were not always called active
# RSV CPE inhibition: inhibition of RSV-induced cytopathic effect – HEp-2 cells, primary 10 µM value included (AID 2391). HEp-2 cells, RSV-induced CPE inhibition; higher % means a stronger effect. one-dose CPE inhibition, % at 10 µM; IC50 in µM for titrated hits. 310,000 tested, 0.13% active; in the data active = a potency from the dose series; inconclusive = CPE inhibition mostly from about 23% at the one dose, without a potency; inactive = the rest, 99 in 100 with CPE inhibition below about 21%; also: strong numbers were not always called active
# PMI inhibitors: MPI enzyme activity inhibition – biochemical, fluorescence intensity, coupled assay, primary screen (AID 1209); 190,000 tested, 0.42% active; purified PMI enzyme, coupled fluorescence intensity; higher % means a stronger effect; inhibition, % at 20 µM; hits with a dose series show IC50 in µM;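 also: plate controls were DMSO vehicle for no effect and wells lacking substrate for full effect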
# Ins promoter up: MIN6 insulin promoter up-regulation; MIN6 insulin promoter-GFP reporter, high-content imaging; hits give high values; z-score at 5 µM; 190,000 tested, 0.3% active;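 active = z-score above 3 at 5 µM with at least 500 cells counted in the well; inconclusive = wells under 500 cells, flagged as cytotoxic or low count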
# ER stress rescue: protection against thapsigargin-triggered cell killing – 384-well, CSM14.1, ATP luminescence, primary screen (AID 1222); CSM14.1 thapsigargin-induced death rescue, ATP luminescence; higher % means a stronger effect; one-dose cellular ATP content (survival), % at 20 µM; EC50 in µM for titrated hits; 190,000 tested, under 10 active;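 active = EC50 below 50 µM in the dose-response confirmation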;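 also: death triggered by thapsigargin at about 15 µM added after 2 h compound pretreatment; cell ATP read after overnight thapsigargin exposure of roughly 18 to 22 hours; normalized against plate controls of thapsigargin alone and 5% DMSO vehicle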
# human PMI inhibitors: human PMI inhibitors, high substrate, primary screen, biochemical, fluorescence intensity, high mannose 6-phosphate (AID 1220). 190,000 tested, 0.66% active. inhibition, % at 20 µM; hits with a dose series show IC50 in µM. recombinant PMI enzyme, coupled fluorescence intensity; higher % means a stronger effect
# Ins promoter up cell count: further read-out of Ins promoter up, marked with its call; cell count; measured here: cytotoxicity, nuclei count;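 total cells summed across four imaged fields per well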
# * marks the source's active call; other numbers are inactive results; ? = inconclusive; · = no result given. Rule as the data show it, unless noted: active = inhibition above about 50%; inactive = the rest. Not a hit list; any-hit rate near 1.5%.
# Every second line gives: PhoP inhibition, ER stress rescue, TNAP activators, RSV CPE inhibition, West Nile virus CPE, PMI inhibitors, Ins promoter up, Ins promoter up cell count, human PMI inhibitors, Large T inhibition
COc1cccc2c1cc1c(=O)n(CC(=O)NCCCN3CCN(C)CC3)nc(C)n12
    -1%, ·, ·, -1.1%, -0.1%, ·, ·, ·, ·, 10%
c1cncc(-c2nc(NCCCN3CCOCC3)c3c4c(sc3n2)CCC4)c1
    -4%, -9.4%, 1.1, -0.1%, 1.0%, -6%, -1, 1274, -3%, 11%
O=C(O)CCC(=O)Nc1ccccc1C(=O)NCCc1ccccc1
    -5%, -0.2%, 1.2, 2.6%, 0.1%, 5%, -0.1, 1320, 2%, 7%
Cc1ccc(S(=O)(=O)N/N=C/c2ccc(OCC(=O)Nc3ccccc3Cl)cc2)cc1
    5%, -0.5%, 1.1, 7.1%, ·, 8%, -0.09, 1554, -4%, 15%
O=C(O)COc1ccccc1/C=C1\C(=O)Nc2ccc(Br)cc21
    2%, ·, ·, 1.2%, -0.6%, ·, ·, ·, ·, 8%
Cc1cc(C)c2nc(Cl)c(Cl)nc2c1
    -7%, ·, ·, 0.5%, 0.1%, ·, -0.62, 1368, ·, 4%
CC(NC(=O)C1CCC(CNS(=O)(=O)c2ccccc2)CC1)c1ccccc1 (stereo not given)
    -1%, ·, ·, 4.4%, -0.1%, ·, ·, ·, ·, 9%
CCC1CCCCN1C(=O)c1c[nH]c2ccc(S(=O)(=O)N(C)c3ccc(Cl)cc3)cc2c1=O (stereo not given)
    -9%, -1.8%, 1, 1.1%, 0.8%, 4%, ·, ·, 2%, 4%
CC(=O)Nc1ccc(NC(=O)CSc2ccc3nnc(-c4cccnc4)n3n2)cc1
    -3%, ·, ·, 1.2%, 0.2%, ·, ·, ·, ·, 19%
CN(C(=O)CN1C(=O)S/C(=C\c2ccccc2Cl)C1=O)C1CCS(=O)(=O)C1 (stereo not given)
    -8%, ·, ·, 5.6%, -0.1%, ·, ·, ·, ·, 35%
C=CCc1ccccc1OCC(=O)NNC(=S)NCc1ccccc1
    -1%, ·, ·, 5.7%, 0.6%, ·, ·, ·, ·, 4%
Cc1nc2cc(NS(=O)(=O)c3ccc(Br)cc3)ccc2n1C
    -3%, 0.1%, 1, -1.9%, 0.4%, -2%, ·, ·, 14%, 18%
Cc1cc(S(=O)(=O)c2cc3ccc(O)c(C)c3oc2=O)ccc1F
    5%, ·, ·, 5.4%, -0.9%, ·, ·, ·, ·, 8%
O=C(NNc1nc2c(F)cc(F)cc2s1)c1ccccc1
    1%, 1.1%, 2.4, 3.3%, 1.3%, -1%, -0.33, 1628, 4%, 20%
Cn1c(=O)c(C(=O)COC(=O)c2cc(-c3ccco3)nc3ccccc23)c(N)n(CC2CC2)c1=O
    -6%, 0.5%, 1, 6.8%, ·, -25%, -2, 1003, -36%, ?
C/C(N)=C(/C#N)C(=O)CSc1nncn1-c1ccccc1
    11%, 0.8%, 0.9, 0.9%, 0.1%, -2%, 0.78, 1358, 7%, 8%
COc1ccccc1NC(=O)Nc1cc(F)ccc1F
    3%, -0.6%, 1.1, 1.3%, -0.7%, 12%, -1.5, 1657, 7%, 8%
O=C(CSCc1ccccc1)Nc1ccccc1
    -11%, ·, ·, 1.4%, 0.5%, ·, ·, ·, ·, 0%
Cn1c(=O)oc2cc(S(=O)(=O)N3CCCC(C(=O)NCCN4CCOCC4)C3)ccc21 (stereo not given)
    2%, 1.8%, 1.1, -0.1%, 0.1%, -7%, 0.25, 782, -11%, 1%
CC(c1ccccc1)N1C(=O)CC(Sc2ncccc2C(=O)O)C1=O (stereo not given)
    -5%, -0.1%, 1.1, -0.1%, 0.3%, 0%, 0.16, 1849, -11%, 7%
COc1ccc(N=c2cc(-c3ccc(O)cc3)oc3ccccc23)cc1
    9%, -3.3%, 1.1, 5.6%, -1.3%, 7%, ·, ·, 4%, 8%
O=C1C(=O)N(CCCn2ccnc2)C(c2cccc(Br)c2)/C1=C(\O)c1ccc2c(c1)OCCO2 (stereo not given)
    -5%, ·, ·, 0.9%, 0.5%, ·, ·, ·, ·, 2%
CCOc1ccc(NC(=O)c2cc3c(=O)n(C)c4ccccc4c3n2C)cc1
    8%, -2.3%, 1.1, 2.2%, 0.0%, 8%, 0.43, 942, 2%, 7%
O=C(CCN1CCN(c2ccccc2F)CC1)Nc1ccc2c(c1)OCO2
    5%, 1.0%, 0.9, -1.5%, 0.6%, -6%, 0.25, 1222, 3%, -9%
Clc1ccc(CNCc2cccs2)cc1Cl
    73µM*, -4.6%, 1.1, 0.8%, -0.6%, -11%, -0.13, 1231, -10%, -3%
O=C(NC1CCCC1)C1(c2ccccc2)CCN(S(=O)(=O)c2ccccc2)CC1
    0%, 2.4%, 1.1, -1.4%, -1.1%, 1%, -0.22, 869, -3%, 13%
Cc1ccc(OCCCCNC2CCCCC2)c(C)c1
    8%, -1.8%, 1, 0.9%, -1.0%, -3%, 0.4, 1666, 7%, 4%
NC(=S)Nc1cccc2cc3ccccc3cc12
    6%, -1.3%, 1.1, 1.2%, -0.9%, -9%, 0.03, 1448, -9%, 10%
OC(COCc1ccccc1)Cn1cnc2ccccc21 (stereo not given)
    0%, -1.0%, 1.1, -1.1%, -0.2%, -2%, -0.58, 1578, -9%, 1%
CCNC(=O)COc1ccc(S(=O)(=O)Nc2ccccc2)cc1
    22%, 0.0%, 1.1, -1.2%, 0.3%, 2%, -0.78, 1051, -9%, -6%
O=c1[nH]c(-c2ccc3c(c2)OCO3)nc2c1sc(=S)n2-c1ccccc1
    -9%, ·, 1.1, 0.8%, 0.3%, -22%, -0.67, 1224, -14%, 4%
Oc1cccc2ccc(/C=C/c3ccccc3Br)nc12
    4%, ·, ·, 6.2%, ?, ·, ·, ·, ·, 2%
CCNS(=O)(=O)c1ccc(NS(C)(=O)=O)cc1
    -7%, 1.1%, 1.1, 0.3%, 1.2%, -5%, 1.6, 1656, 3%, 4%
CCOc1ccc(N2C(=O)CC(N3CCN(c4ccccc4OC)CC3)C2=O)cc1 (stereo not given)
    -5%, ·, ·, -0.1%, 0.3%, ·, ·, ·, ·, 3%
S=C(NCc1ccncc1)Nc1ccc(Cl)cc1
    14%, 3.4%, 1, 2.8%, -0.8%, -6%, -0.53, 1364, -7%, 17%
Cc1ccc(S(=O)(=O)NC2CC2)cc1[N+](=O)[O-]
    2%, ·, ·, 2.7%, -0.3%, ·, ·, ·, ·, 1%
COc1cccc(CNC(=O)C2Cc3cc(S(=O)(=O)N4CCCC4)ccc3N2C(C)=O)c1OC (stereo not given)
    4%, ·, ·, 1.0%, -0.2%, ·, ·, ·, ·, 8%
COc1cccc(C2CC(c3cccs3)=NN2C(=O)CSc2nc3ccccc3o2)c1OC (stereo not given)
    -2%, 0.1%, 0.9, 8.6%, -1.2%, 20%, -0.78, 1386, 5%, 7%
O=C(CSc1ccccc1)Nc1nc2ccccc2[nH]1
    3%, 1.5%, 1.7, 2.6%, -0.7%, 10%, 0.18, 1602, 10%, 11%
COc1ccc2c(c1)C1=NN(/C(C)=C\C(C)=O)C(c3ccccc3)C1CC2 (stereo not given)
    3%, 0.9%, 0.6, -1.2%, -0.1%, 15%, ·, ·, 48%, 1%
NC(=O)NC(=O)COC(=O)c1ccc2c(c1)C(=O)N(Cc1ccccc1)C2=O
    -6%, ·, ·, -1.7%, 0.3%, ·, -0.19, 1442, ·, 14%
COc1ccc(C(=O)NC(C)CCCC(C)(C)O)cc1OC1CCN(C(C)=O)CC1 (stereo not given)
    -5%, ·, ·, 2.5%, 0.8%, ·, ·, ·, ·, 8%
O=C(N/N=C/c1ccc2c(c1)OCO2)c1cccnc1
    4%, ·, ·, 1.9%, 0.2%, ·, ·, ·, ·, 7%
CC(Cc1ccc(Cl)cc1)N1CCC(n2nccc2NC(=O)C2CCCC2)CC1 (stereo not given)
    3%, ·, ·, 0.1%, -0.1%, ·, ·, ·, ·, 10%
CC1Cc2ccccc2N1C(=O)C1CCCN(S(=O)(=O)c2cccc3cccnc23)C1 (stereo not given)
    -5%, 1.8%, 1, 8.1%, -0.5%, 13%, 0.9, 922, 7%, 3%
O=C(CSc1nnc2c(n1)[nH]c1ccccc12)Nc1cccc(S(=O)(=O)N2CCOCC2)c1
    -2%, ·, ·, -0.6%, 0.1%, ·, -0.1, 933, ·, 10%
CCOc1ccccc1N1CCN(C(=O)c2ccc(-c3ccc(OC(C)=O)cc3)cc2)CC1
    -8%, ·, ·, 5.8%, -0.3%, ·, ·, ·, ·, 6%
COC(=O)c1c(C)[nH]c(C(=O)OCC(=O)NCC(C)C)c1C
    0%, -0.3%, 0.8, 0.2%, -0.2%, -9%, 0.21, 991, -5%, 1%
CCOC(=O)c1ccccc1NC(=O)c1c(O)c2ccccc2n(CC)c1=O
    -4%, -2.6%, 1.1, 11%, -0.3%, 9%, 0.14, 1324, 3%, 8%
CCN1CCC2(CCN(C(=O)c3cc(COc4cc(C)ccc4C)on3)C2)C1 (stereo not given)
    6%, ·, ·, -2.5%, -0.3%, ·, ·, ·, ·, 13%
COc1cc(C2NC(=O)NC(c3ccccc3)=C2C(C)=O)c(Br)c(Br)c1O (stereo not given)
    1%, ·, ·, 3.8%, 0.5%, ·, ·, ·, ·, 14%
O=C(OCc1ccccc1Cl)c1ccc(-n2cnnc2)cc1
    -19%, -2.4%, 1, 1.5%, 0.6%, -10%, 0.41, 1154, -12%, 1%
O=C(CN1CCN(Cc2ccc3c(c2)OCO3)CC1)Nc1ccc2c(c1)OCO2
    8%, -1.7%, 1, -0.8%, -0.8%, 11%, 1.3, 888, 3%, 10%
O=C(NCCN1CCCCCC1)C1CCN(S(=O)(=O)N2CCOCC2)CC1
    -3%, 1.3%, 1.1, 5.7%, 0.3%, -2%, 0.51, 1762, -3%, 1%
COc1ccc(Br)cc1/C=C\C(=O)NCc1cccnc1
    -1%, 3.1%, 1, 1.4%, -1.2%, -6%, -0.16, 1667, 8%, 26%
Cc1cc(Cl)c(S(=O)(=O)NC(C(=O)O)C(C)C)cc1OCC(=O)NC1CCCCC1 (stereo not given)
    -6%, -1.1%, 0.9, 0.1%, 0.7%, 4%, -0.53, 778, 2%, 5%
COc1ccc(CCNS(=O)(=O)c2cccc3nsnc23)cc1OC
    -4%, 0.5%, 1, 1.2%, -0.3%, -13%, ·, ·, -14%, 6%

# An excerpt from above, reduced to Large T inhibition:
mol | Large T inhibition
O=C(NCCN1CCCCCC1)C1CCN(S(=O)(=O)N2CCOCC2)CC1 | 1%
Cc1cc(C)c2nc(Cl)c(Cl)nc2c1 | 4%
CC(NC(=O)C1CCC(CNS(=O)(=O)c2ccccc2)CC1)c1ccccc1 (stereo not given) | 9%

# Screening data from PubChem BioAssay.
